Source: PubChem (National Center for Advancing Translational Sciences (NCATS))
ALOX15 inhib – blocks human 15-lipoxygenase activity; P16050; purified 15hLO-1, xylenol orange hydroperoxide absorbance; Potency, µM (titrated, usually from 57.1 µM), for the others: at the highest dose activity change, negative = inhibition, most hits filed as inhibitors; 74,000 compounds, 1.4% hits; further: potency means the concentration at half of the fitted maximal effect; on the % scale 0 is the no-effect control and ±100 the full control effect; nearly all actives have a fitted effect of over 55% in size
Target sequence (P16050 whole entry, looked up): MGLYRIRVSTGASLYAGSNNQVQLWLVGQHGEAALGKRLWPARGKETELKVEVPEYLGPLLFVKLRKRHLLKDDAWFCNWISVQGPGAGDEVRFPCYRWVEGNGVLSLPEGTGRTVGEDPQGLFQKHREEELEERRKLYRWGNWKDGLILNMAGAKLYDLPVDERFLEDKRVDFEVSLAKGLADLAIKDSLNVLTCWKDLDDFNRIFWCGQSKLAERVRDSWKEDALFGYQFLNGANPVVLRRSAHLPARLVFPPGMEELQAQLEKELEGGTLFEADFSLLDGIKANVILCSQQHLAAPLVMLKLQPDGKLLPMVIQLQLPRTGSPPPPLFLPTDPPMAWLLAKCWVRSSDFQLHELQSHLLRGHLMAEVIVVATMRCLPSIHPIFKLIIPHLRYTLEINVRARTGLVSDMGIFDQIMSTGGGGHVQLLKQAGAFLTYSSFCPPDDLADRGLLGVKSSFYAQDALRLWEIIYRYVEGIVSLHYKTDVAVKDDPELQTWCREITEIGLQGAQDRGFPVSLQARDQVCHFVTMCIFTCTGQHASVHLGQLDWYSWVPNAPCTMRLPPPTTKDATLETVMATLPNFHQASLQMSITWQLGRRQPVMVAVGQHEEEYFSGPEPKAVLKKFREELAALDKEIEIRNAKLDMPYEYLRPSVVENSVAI
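Compounds were preincubated 15 min at room temperature with 40 nM purified human enzyme (25 mM Hepes pH 7.5, 0.01% Triton X-100); 50 uM arachidonic acid reacted 6 min. Fe-xylenol orange detection, 30 min, absorbance ratio 573/405 nm.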
Hsp90 Hop PPI – changes Hsp90-Hop TPR2A binding signal, up or down; AlphaScreen TPR2A-His6 binding biotin-Hsp90 C-terminal peptide; Potency, µM (titrated, usually from 57 µM), for the others: at the top dose activity change, negative = inhibition; 71,000 compounds, 0.44% hits; AID 595; active means well fitted curve in either direction with a large enough effect; inconclusive means small, poorly fitted or top-dose-only effect, or another doubt; further: potency means the concentration at half of the fitted maximal effect; on the % scale 0 is the no-effect control and ±100 the full control effect; many of its hits are not listed in these tables
CRE Fsk mod – modulators of forskolin-stimulated CRE signaling in CHO cells; CHO CRE-bla reporter (cAMP response element driving beta-lactamase), forskolin EC10, beta-lactamase ratio; Potency, µM (highest dose often 38.2 µM), without a hit: at the top dose activity change, negative = inhibition, usual class: activators; 71,000 compounds, 2.5% hits; active means well fitted activation curve with a large enough effect in the signal ratio, with a control signal flat, not every such curve was filed as active; inconclusive means small, poorly fitted or top-dose-only effect, or effect the other way, or a change in a side signal; the % refers to the signal ratio; further: potency means the concentration at half of the fitted maximal effect; % of control where 0% means no effect
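CRE-bla CHO reporter cells treated with compound titration plus EC10 NKH 477 (water-soluble forskolin), incubated 3 h at 37 °C; CCF4 loading 2 h at room temperature, 460/530 nm emission ratio read, AC50 values derived for positive or negative modulators.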
Rhodamine fluor – rhodamine region autofluorescence. max dye-equivalent concentration, M. Rhodamine-region fluorescence, 547/598 nm, Tris buffer; hits give high values. 59,000 compounds, 0.05% hits; in the data active means max dye-equivalent concentration above about 11 nM; inconclusive means between about 1.1 nM and that limit
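Intrinsic compound fluorescence, ex 547 / em 598 nm, CCD imager. Tris 100 mM pH 8.0; 15 min RT. Output = rhodamine dye-equivalent concentration at each compound concentration.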
TexasRed autofl – Texas Red region autofluorescence; Compound fluorescence, Texas Red channel, 547/618 nm; hits give high values; max dye-equivalent concentration, M; 59,000 compounds, 0.06% hits; in the data active means max dye-equivalent concentration above about 10 nM; inconclusive means between about 1.1 nM and that limit
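qHTS profiling of intrinsic compound fluorescence; 100 mM Tris pH 8.0; 15 min RT; ex 547 / em 618 nm; response expressed as Texas Red dye-equivalent concentration from six-point plate standard.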
Tau filament bind – binds recombinant human tau filaments; P10636; recombinant tau filaments, thioflavin S fluorescence, 15 h; filaments grown with octadecylsulfate alongside compound; Potency, µM (doses to about 57.1 µM), for the others: at the highest dose activity change, negative = inhibition; 71,000 compounds, 2% hits;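 further: potency means the concentration at half of the fitted maximal effect; on the % scale 0 is the no-effect control and ±100 the full control effect; actives lower thioflavin S fluorescence by blocking filaments or displacing dye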
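His-tagged recombinant human tau (exons 2, 3, 10; 1 uM final) fibrillized with 30 uM sodium octadecylsulfate, 15 h at 37 C, in pH 7.4 HEPES buffer with 10 uM thioflavine S and 5 mM DTT. Reduced ThS fluorescence (450/510 nm) marks activity.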
DNA Pol III inh – DNA polymerase III holoenzyme inhibition. reconstituted DNA polymerase III holoenzyme replication, biochemical. Potency, µM (highest dose often 57.1 µM), without a hit: at the top dose activity change, negative = inhibition. 71,000 compounds, 0.25% hits. AID 603; further: potency means the concentration at half of the fitted maximal effect; on the % scale 0 is the no-effect control and ±100 the full control effect
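Reconstituted *E. coli* holoenzyme (0.35 nM Pol III, 1 nM beta, 154 nM SSB, 2 nM primase) was preincubated with compound for 15 min at RT. Synthesis on 1.4 nM ssM13Gori ran 35 min, then was stopped with PicoGreen/EDTA and read as dsDNA fluorescence.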
HADH2 inhib – inhibitors of human HADH2 dehydrogenase; recombinant HADH2, NADH fluorescence, beta-hydroxybutyryl-CoA; AID 886; Potency, µM (doses to about 57.1 µM), without a hit: at the top dose activity change, negative = inhibition, usual class: inhibitors; 73,000 compounds, 3.4% hits; further: potency means the concentration at half of the fitted maximal effect; on the % scale 0 is the no-effect control and ±100 the full control effect; nearly all actives have a fitted effect of over 60% in size; many of its hits are not listed in these tables
Target sequence (Q99714 whole entry, looked up, one chain of several): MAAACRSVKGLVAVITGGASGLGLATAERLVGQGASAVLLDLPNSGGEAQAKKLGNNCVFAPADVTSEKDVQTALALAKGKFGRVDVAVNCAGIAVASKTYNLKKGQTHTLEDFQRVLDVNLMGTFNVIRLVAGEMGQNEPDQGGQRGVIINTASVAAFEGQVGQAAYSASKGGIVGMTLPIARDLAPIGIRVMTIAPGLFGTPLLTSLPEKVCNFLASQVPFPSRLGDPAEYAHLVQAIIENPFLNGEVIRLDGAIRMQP
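His-tagged recombinant enzyme from E. coli, 20 nM, preincubated 15 min RT with compound; reaction started with 1 mM NAD+ and 90 uM beta-hydroxybutyryl-CoA in 100 mM Tris-HCl pH 9.0. NADH fluorescence (ex 360/em 450) read over 4 min; last-minus-first difference.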
FLuc inh – blocks Photinus pyralis firefly luciferase activity; purified firefly luciferase, luminescence, 8 min; 72,000 compounds, 2.2% hits; AID 411; Potency, µM (top dose mostly 57.1 µM), inactives show at the top dose activity change, negative = inhibition, most hits filed as inhibitors; further: potency means the concentration at half of the fitted maximal effect; on the % scale 0 is the no-effect control and ±100 the full control effect; nearly all actives have a fitted effect of over 40% in size
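Here, luciferase activity is measured as luminescence following an 8 min room-temperature reaction at 10 uM ATP, pH 7.2. Every library sample is titrated.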
ERK AVP block – vasopressin-driven ERK pathway inhibition; HEK293-V1b, vasopressin-stimulated pERK AlphaScreen; Potency, µM (doses to about 57.5 µM), inactives show at the highest dose activity, negative = inhibition, usual class: inhibitors; 72,000 compounds, 0.99% hits; further: potency means the concentration at half of the fitted maximal effect; on the % scale 0 is the no-effect control and ±100 the full control effect; nearly all actives have a fitted effect of over 55% in size
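qHTS, compounds titrated on V1b-expressing HEK293 cells. Preincubation 30 min at 37C, vasopressin 25 nM for 5 min, lysis 10 min, bead incubation 5 hr at room temperature.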
HBB splice mod – alters splicing of the hemoglobin beta chain; 65,000 compounds, 0.06% hits; Potency, µM (top dose mostly 46.1 µM), without a hit: top-dose activation, most hits filed as activators; AID 925; HBB splicing reporter cell assay, activation; EGFP reporter with mutant IVS2-654 intron; response scale: normalised to 500 nM splice-correcting PNA; further: potency means the concentration at half of the fitted maximal effect; 0% is about no effect
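Compounds were applied for 2 days to HeLa EGFP-654 cells, 500/well in Optimem with 2% FCS. The reporter's EGFP is disrupted by mis-splicing of beta-globin intron IVS2-654. Readout: summed well GFP fluorescence from 488 nm laser scanning; reference was 500 nM antisense […] 654 PNA.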
* marks the source's active call; other numbers are inactive results; i = inactive; ? = inconclusive; nt = not tested or not shown; & = joins results of further samples; [ ] = remark or other dose. Unless noted, the call rests on the fitted dose curve; in most records, active means well fitted curve in the direction sought with a large enough effect; inconclusive means small, poorly fitted or top-dose-only effect, or another doubt; inactive means no such curve, though single readings can be large; an effect the other way counts as inactive or inconclusive.

SMILES	ALOX15 inhib	Hsp90 Hop PPI	CRE Fsk mod	Rhodamine fluor	TexasRed autofl	Tau filament bind	DNA Pol III inh	HADH2 inhib	FLuc inh	ERK AVP block	HBB splice mod
Cc1cc(C)n(-c2nc(NCCO)c3c4c(sc3n2)CCCC4)n1	60%[activator]	-6%	?	i	?	51%	-1%	4%	-15%	-17%	4.0%[0.369 µM]
CC(=O)N1CCc2cc(S(=O)(=O)NC(CC(C)C)C(=O)Nc3cc(C)ccn3)ccc21 (stereo not given)	1%	-3%	-11%	i	?	-3%	-2%	12%	1%	16%	0.7%
CC(C)Cc1nnc(NC(=O)CSc2ncn[nH]2)s1	0%	-3%	-2%	i	i	0%	2%	-4%	1%	-2%	-2.9%
CCOC(=O)C1(Nc2nccs2)Sc2ccccc2NC1=O (stereo not given)	-12%	-2%	-4%	i	i	11%	-2%	-3%	-14%	18%	0.1%[57.5 µM]
O=C(c1cc2ccccc2c(=O)o1)N1CCCc2ccccc21	2%	2%	-3%	i	i	-6%	-7%	-3%	1%	5%	-0.4%
O=C(CCS(=O)(=O)c1ccc(Br)s1)N1CCc2ccccc21	7%	-6%	-6%	i	i	4%	-6%	2%	-3%	21%	7.6%
Cc1ccc(N(C(C)C(=O)Nc2ccc3c(c2)OCO3)S(C)(=O)=O)cc1 (stereo not given)	7%	-10%	-7%	i	i	-24%	-7%	5%	-1%	-17%	0.8%
CCOC(=O)c1ccc(CS(=O)c2ccc(Cl)cc2)o1 (stereo not given)	0%	-2%	-13%	i	i	2%	-2%	-9%	3%	-6%	-1.1%[0.369 µM]
OC(CNCC1COc2ccccc2O1)COCc1cccs1 (stereo not given)	11%	0%	-8%	i	i	-8%	-1%	-6%	3%	-1%	-0.1%[57.5 µM]
CNC(=O)[C@]1(C)C[C@H]1[C@H](NC(=O)[C@]1(C)C[C@H]1[C@H](NC(=O)[C@]1(C)C[C@H]1[C@H](NC(=O)[C@]1(C)C[C@H]1[C@H](NC(=O)OCc1ccccc1)c1ccccc1)c1ccccc1)c1ccccc1)c1ccccc1	0%	2%	1%	nt	nt	3%	-7%	11%	nt	7%	-0.5%
Cc1cc(C)cc(-n2c(=O)c3sccc3n(CC(=O)NCc3ccco3)c2=O)c1	3%	-2%	3%	i	i	70%	-2%	4%	2%	1%	-3.0%
O=C(O)c1ccc2c(c1)N(Cc1cccc(F)c1)C(=O)CS2	-2%	3%	-11%	nt	nt	13%	-9%	-11%	-2%	nt	-0.5%
CCC(C)NC(=O)c1cnn2c1NC(c1ccc3c(c1)OCO3)CC2C(F)(F)F (stereo not given)	-5%	-4%	-16%	i	?	-5%	7%	9%	2%	-1%	-1.7%
C[C@H]1NC(=O)NC1=O	-2%&5%[25.6 µM]	2%&-1%[26 µM]	2%&-4%[17.1 µM]	i	i	-5%&9%[25.6 µM]	2%&-2%[25.6 µM]	1%&2%[25.6 µM]	6%&5%[25.5 µM]	25%&-4%[25.7 µM]	0.3%&1.7%[20.6 µM]
O=C(Nc1ccc2oc(-c3ccccc3)nc2c1)c1ccc2c(c1)OCCO2	-17%	?	8%	i	i	129%	1%	22%	-20%	21%	nt
Cc1ccc2[nH]c(=O)c(CN(CC3CCCO3)C(=O)c3ccncc3)cc2c1 (stereo not given)	-8%	-2%	?	i	?	-14%	-4%	12%	0%	-1%	6.9%[1.84 µM]
C=CCSC1=N/C(=C\c2ccc(C)o2)C(=O)S1	?	-24%	-1%	nt	nt	?	-5%	nt	-3%	-2%	0.3%
Cc1ccc(O)c(-c2cc(C(=O)Nc3ccc(S(=O)(=O)N4CC(C)OC(C)C4)cc3)[nH]n2)c1 (stereo not given)	?	-2%	?	i	?	i	-1%	20%	2%	?	-2.1%
COc1cc(Sc2ccc(C)cc2)c(OC)cc1N	?	?	-2%	i	i	25µM*	2%	?	0%	?	2.6%
CCOc1ccc(N2CC(C(=O)NCc3ccc(F)cc3)CC2=O)cc1 (stereo not given)	-2%	-2%	?	i	i	0%	-6%	8%	2%	-20%	-0.2%[57.5 µM]
CCOC(=O)c1[nH]c2ccc(OC)cc2c1NC(=O)c1nonc1C	0%	-7%	4µM*	i	i	14%	1%	8%	3%	-14%	-2.5%[57.5 µM]
COc1ccc(NC(=O)Nc2ncn(Cc3cccc(C(F)(F)F)c3)n2)cc1OC	10%	-10%	?	i	i	-11%	2%	1%	0%	?	-0.3%
CNc1nc(-c2ccccc2CN(C)C)nc2ccccc12	13%	-3%	?	i	i	-3%	-4%	-2%	2%[2.29 µM]	23%	-1.3%
FC(F)(F)c1ccccc1Nc1nccs1	-6%	-1%	-1%	i	i	-19%	-5%	-2%	2%	-16%	1.6%
Cc1ccc(N2C(=O)c3ccccc3C2Nc2cccnc2)nc1 (stereo not given)	1%	-4%[2.3 µM]	15%	nt	nt	-7%	1%	3%	1%	-14%	0.0%

2 compounds from above, reduced to DNA Pol III inh.
| compound | DNA Pol III inh |
| --- | --- |
| O=C(CCS(=O)(=O)c1ccc(Br)s1)N1CCc2ccccc21 | -6% |
| CCOC(=O)C1(Nc2nccs2)Sc2ccccc2NC1=O (stereo not given) | -2% |

Continued:
SMILES	ALOX15 inhib	Hsp90 Hop PPI	CRE Fsk mod	Rhodamine fluor	TexasRed autofl	Tau filament bind	DNA Pol III inh	HADH2 inhib	FLuc inh	ERK AVP block	HBB splice mod
N#CC1=C(N)NC(SCc2ccccc2)=C(C#N)C12CCCCC2	-29%[11.4 µM]	-11%[11 µM]	?	nt	nt	-6%[11.4 µM]	0%[11.4 µM]	-14%[11.4 µM]	-1%	?	0.3%[0.0738 µM]
Cc1cc(C)c(NC(=O)CS(=O)CC(=O)NCC2CCCO2)c(C)c1 (stereo not given)	4%	-4%	-5%	i	i	148%	-6%	0%	2%	-5%	nt
CCNc1nc(NCC)nc(Nn2cnnc2)n1	9%	-3%	9%	nt	nt	-5%	2%	2%	6%	-14%	-1.4%[9.22 µM]
O=C(Nc1nnc(/N=C/c2ccco2)s1)c1ccc(F)cc1	-1%	-1%	?	i	i	-6%	0%	-19%	?	-11%	-1.0%
Cc1ccc2nc3c(cc(C(=O)NCC4CCCO4)n3C)c(=O)n2c1 (stereo not given)	-4%	-4%	10%	i	i	-5%	-2%	-3%	2%	-13%	-1.5%
CSc1nc(N)c2ncn([C@@H]3O[C@@H](COP(=O)(O)OP(=O)(O)OP(=O)(O)O)[C@@H](O)[C@H]3O)c2n1	12%	-7%	0%	i	i	0%	-2%	-14%	1%	26%	6.6%
Cc1cc2ccccc2c(=O)n1CC(=O)NCC1COc2ccccc2O1 (stereo not given)	0%	-5%	-18%	i	i	5%	2%	13%	3%	6%	0.4%
Cc1occc1-c1nnc(SCC(=O)Nc2ccccc2N2CCCCC2)n1C	-28%	-2%	11%	i	i	4%	-3%	6%	-2%	-5%	nt
O=C(NC1CCCc2ccccc21)C1CCCN(S(=O)(=O)c2cnc[nH]2)C1 (stereo not given)	-3%	-1%	-2%	nt	nt	-5%	-1%	8%	1%	-14%	-0.4%
C=C(C)COc1ccc(-c2nc(N)nc(C)c2Oc2ccccc2OC)c(O)c1	-3%	-3%	?	i	i	-4%	-10%	-6%	-14%	-9%	-2.0%
CN(C)/C=C1/Nc2ccccc2C1=O	?	0%	-13%	i	i	15%	-4%	?	-2%	-9%	4.3%[0.369 µM]
O=C(Cn1nc(-c2ccc(Cl)cc2)ccc1=O)NCCN1CCOCC1	7%	-3%	-6%	nt	nt	-7%	-5%	-3%	2%	-13%	-0.5%
CSc1ccc(C(C(C(=O)c2cccs2)N2CCOCC2)N2CCOCC2)cc1 (stereo not given)	-19%	-7%	-5%	i	i	-8%	3%	2%	-21%	15%	-0.2%
O=C(NCc1ccco1)C1CC(=O)N(CCc2ccccc2)C1 (stereo not given)	2%	0%	28%	i	i	-9%	-5%	-7%	2%	-5%	-0.3%
COC(=O)[C@@]1(Cc2ccc(OC)cc2)[C@H]2c3cc(C(=O)N(C)C)n(CCN4CNCC4=O)c3C[C@H]2CN1C(=O)c1ccccc1	nt	1%	-1%	nt	nt	0%	-7%	-4%	nt	-13%	0.4%

A portion of the library; rates above refer to the full screens.
